From PubChem
SENP7 inh = SENP7 protease inhibition | hit rate 1.5% among 330,000 | recombinant SENP7, Z-RLRGG-aminoluciferin luminescence, 40 min | inhibition, % at 5 µM;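 active = inhibition above about 50% at the single test dose, limit read from the data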;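 also: plate controls were DMSO with enzyme for no effect and no enzyme buffer wells for full effect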
Target sequence (Q9BQF6 706-1050 limits assumed): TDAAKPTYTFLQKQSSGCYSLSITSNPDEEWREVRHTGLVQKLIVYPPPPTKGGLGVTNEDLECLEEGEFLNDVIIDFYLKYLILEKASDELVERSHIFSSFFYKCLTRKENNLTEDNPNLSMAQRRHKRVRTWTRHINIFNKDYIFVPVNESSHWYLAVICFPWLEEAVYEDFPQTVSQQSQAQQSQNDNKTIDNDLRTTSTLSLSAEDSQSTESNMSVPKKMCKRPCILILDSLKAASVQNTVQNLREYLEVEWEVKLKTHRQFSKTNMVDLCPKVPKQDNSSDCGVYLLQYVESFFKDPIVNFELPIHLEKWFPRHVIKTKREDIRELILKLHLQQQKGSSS
HKDC1 inh = HKDC1 (human) hexokinase inhibition; Q2TB90; recombinant HKDC1, G6PDH/diaphorase resazurin coupled fluorescence; inhibition, % at 20 µM; hit rate 0.16% among 340,000; AID 493160;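 active = inhibition above about 35% when tested at 20 µM, limit read from the data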;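 also: plate controls were DMSO wells with enzyme for no effect and DMSO wells lacking enzyme for full effect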
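System: Recombinant HKDC1 hexokinase | Amount: HKDC1 at 5 µg/mL | Reagent: Glucose with 1 mM ATP | Doses: Single 20 µM dose | Incubation: Reaction time 90 min, room temperature, protected from light | Signal: Coupled resazurin fluorescence, excitation 525 nm, emission 613 nm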
beta cell repl = inducers of beta-cell replication in MIN6 cells | proliferation, % at 10 µM | hit rate 0.29% among 330,000 | MIN6 cells proliferation, ATPlite luminescence, 48 h; cells starved in 0.2% serum; 100% = growth in 10% serum | AID 2380;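 active = compounds whose signal lies at least 3.5 SD above the mean of all wells on their plate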;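 also: 0% = DMSO-treated cells in low-serum medium and 100% = 10% serum control; some compounds called inactive have numbers as strong as hits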
SENP8 block-1 = SENP8 (human) protease inhibition; AID 602440; Q96LD8; hit rate 0.64% among 360,000; inhibition, % at 20 µM; recombinant SENP8, Nedd8 substrate fluorescence; in the data active = inhibition mostly above about 40%, no sharp cut-off; inactive = mostly below about 27%
Target sequence (Q96LD8 whole entry, looked up): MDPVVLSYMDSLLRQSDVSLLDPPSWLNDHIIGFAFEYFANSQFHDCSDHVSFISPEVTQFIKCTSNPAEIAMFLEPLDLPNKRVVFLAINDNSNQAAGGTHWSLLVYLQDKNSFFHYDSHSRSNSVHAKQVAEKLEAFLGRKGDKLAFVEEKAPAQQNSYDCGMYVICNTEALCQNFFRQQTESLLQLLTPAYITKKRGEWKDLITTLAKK
SENP6 block = SENP6 protease inhibition; AID 2599; Recombinant SENP6 catalytic domain, aminoluciferin luminescence; Q9GZR1; inhibition, % at 10 µM; hit rate 1.8% among 330,000;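 active = inhibition above about 50% at the single tested dose, limit read from the data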;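 also: plate controls were DMSO wells with enzyme for no effect and DMSO wells lacking enzyme for full effect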
Target sequence (Q9GZR1 628-1112 limits assumed): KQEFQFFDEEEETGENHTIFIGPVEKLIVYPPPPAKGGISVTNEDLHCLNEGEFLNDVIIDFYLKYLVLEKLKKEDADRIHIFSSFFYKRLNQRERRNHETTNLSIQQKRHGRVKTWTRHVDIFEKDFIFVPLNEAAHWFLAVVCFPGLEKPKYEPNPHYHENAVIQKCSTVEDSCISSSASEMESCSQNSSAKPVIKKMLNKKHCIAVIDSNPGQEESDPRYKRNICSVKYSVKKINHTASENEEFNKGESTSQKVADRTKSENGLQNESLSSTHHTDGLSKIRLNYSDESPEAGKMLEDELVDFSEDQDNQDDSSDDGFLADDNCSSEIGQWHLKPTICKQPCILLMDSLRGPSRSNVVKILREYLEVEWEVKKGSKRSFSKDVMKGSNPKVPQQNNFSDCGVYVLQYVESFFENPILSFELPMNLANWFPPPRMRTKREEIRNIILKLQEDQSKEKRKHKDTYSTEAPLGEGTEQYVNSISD
SENP1 inh = blocks the human SENP1 SUMO protease catalytic domain; inhibition, % at 10 µM; Q9P0U3; hit rate 0.21% among 360,000; recombinant SENP1 catalytic domain, CyPet-SUMO1-YPet FRET cleavage;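 active = inhibition at least 30% at 10 µM, raw YFP signal under a set limit, fluorescence ratio 0.5 to 1.5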;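 also: 0% = enzyme with DMSO and 100% = no enzyme wells; some results filed as inactive read as strong as hits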
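Assay system: hSENP1 catalytic domain, recombinant. Amount: SENP1 enzyme, 20 pM final. Schedule: 50 min reaction, RT, dark. Technique: FRET, CFP and YFP emission. Control set: no-enzyme wells low, DMSO-plus-enzyme wells high control.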
PfGluPho inh = PfG6PD (Plasmodium falciparum) enzyme inhibition | PfGluPho enzyme, NADPH resazurin-diaphorase fluorescence | inhibition, % at 20 µM | hit rate 0.78% among 350,000;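 active = inhibition reaching at least a set limit at 20 µM in the primary screen, cut at about 59% in these data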;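 also: 0% = DMSO wells with substrate and 100% = DMSO wells lacking glucose-6-phosphate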
UBC13 inh = inhibitors of human UBC13 polyubiquitin chain formation | P61088 | TR-FRET | inhibition, % at 20 µM | hit rate 0.47% among 330,000 | AID 485273; in the data active = inhibition above about 45%, passing the limit was not always enough
SENP8 block-2 = SENP8 protease inhibition | Q96LD8 | purified SENP8, Z-RLRGG-aminoluciferin cleavage, luminescence | AID 2540 | inhibition, % at 10 µM | hit rate 1.2% among 330,000; in the data active = inhibition above about 50%
Numbers without * were called inactive.

Cc1ccccc1-n1ncc2c1CC(C)(C)CC2NC(=O)CCC(F)(F)F (stereo not drawn) was read as SENP7 inh -2, HKDC1 inh 1, beta cell repl 0, SENP8 block-1 4, SENP6 block 0, SENP1 inh -2, PfGluPho inh 11, UBC13 inh 0 and SENP8 block-2 0.
Screening COc1cccc(N2CCN(C(=S)Nc3ccc(F)cc3)CC2)c1 returned SENP7 inh 9, HKDC1 inh -7, beta cell repl 2, SENP8 block-1 15, SENP6 block 18, SENP1 inh 2, PfGluPho inh -2, UBC13 inh 10 and SENP8 block-2 4.
`O=c1[nH]c2cc3c(cc2cc1C(c1nnnn1C1CCCCC1)N1CCSCC1)OCCO3` (stereo not drawn) gave SENP7 inh 8, HKDC1 inh 5, beta cell repl 4, SENP8 block-1 -339, SENP6 block 4, SENP1 inh -26, PfGluPho inh 10, UBC13 inh 17 and SENP8 block-2 -1.
`CCC(C)NC(=O)C1(C)CCC(=O)N1Cc1ccccc1OC` (stereo not drawn) gave SENP7 inh -4, HKDC1 inh -2, beta cell repl -2, SENP8 block-1 16, SENP6 block -4, SENP1 inh 0, PfGluPho inh 10, UBC13 inh -5 and SENP8 block-2 0.
CC(C)(C)OC(=O)NCCNC(=O)c1cccs1 was read as SENP7 inh -3, HKDC1 inh -6, beta cell repl 0, SENP8 block-1 2, SENP6 block -13, SENP1 inh 2, PfGluPho inh -16, UBC13 inh -2 and SENP8 block-2 3.
`O=C(CN(CC1CCCO1)C(=O)CNS(=O)(=O)c1ccc(F)cc1)NC1CCCC1` (stereo not drawn) gave SENP7 inh 5, HKDC1 inh -7, beta cell repl -3, SENP8 block-1 11, SENP6 block 12, SENP1 inh 3, PfGluPho inh -6, UBC13 inh 4 and SENP8 block-2 2.
`O=C1Nc2ccc(Cl)cc2C12Nc1ccccc1-c1nnc(SCc3ccccc3F)nc1O2` (stereo not drawn) gave HKDC1 inh 6, SENP8 block-1 23, SENP1 inh 3 and PfGluPho inh 12.
Screening COc1ccc(S(=O)(=O)NCc2ccc3c(c2)cc(C)n3C)cc1 returned SENP7 inh 0, HKDC1 inh -1, beta cell repl -3, SENP8 block-1 -62, SENP6 block -25, SENP1 inh -13, PfGluPho inh 21, UBC13 inh -4 and SENP8 block-2 -1.
CCCNC(=O)NC(=O)COC(=O)/C=C/c1cc(Br)ccc1F was read as SENP7 inh -1, HKDC1 inh 0, beta cell repl -3, SENP8 block-1 12, SENP6 block -8, SENP1 inh 11, PfGluPho inh -2, UBC13 inh -4 and SENP8 block-2 7.
For CC1CCCN(CCC(=O)Nc2ccc(F)c(F)c2)C1 (stereo not drawn) the results were SENP7 inh -5, HKDC1 inh -2, beta cell repl -1, SENP8 block-1 10, SENP6 block 6, SENP1 inh -3, PfGluPho inh -4, UBC13 inh -1 and SENP8 block-2 -5.
`COCCNCc1ccccc1` gave SENP7 inh 4, HKDC1 inh -4, beta cell repl 0, SENP8 block-1 10, SENP6 block 1, SENP1 inh 1, PfGluPho inh -10, UBC13 inh 2 and SENP8 block-2 -4.
`O=C(Nc1ccc(Oc2cccnc2)nc1)c1ccc(C(F)(F)F)cc1` gave SENP7 inh -10, HKDC1 inh -2, beta cell repl -2, SENP8 block-1 7, SENP6 block -32, SENP1 inh -1, PfGluPho inh 19, UBC13 inh -3 and SENP8 block-2 -11.
Screening CCOC(=O)Cn1c(=NC(=O)c2sc3ccccc3c2Cl)sc2cc(S(N)(=O)=O)ccc21 returned HKDC1 inh -10, SENP8 block-1 -307, SENP1 inh -5 and PfGluPho inh 23.
Screening CCCn1c(=O)c2[nH]c(-c3ccc(S(=O)(=O)O)cc3)nc2n(CCC)c1=O returned SENP7 inh -9, HKDC1 inh 0, beta cell repl -5, SENP8 block-1 -391, SENP6 block -6, SENP1 inh -3, PfGluPho inh 0, UBC13 inh -8 and SENP8 block-2 -6.
`CC(C)(C)OC(=O)N[C@@H](CC(=O)OCc1ccccc1)C(=O)O` gave SENP7 inh 2, HKDC1 inh 0, beta cell repl -2, SENP8 block-1 9, SENP6 block -1, SENP1 inh 2, PfGluPho inh -1, UBC13 inh 3 and SENP8 block-2 -9.

Five compounds already listed, sorted by number of heavy atoms, highest first:
`O=c1[nH]c2cc3c(cc2cc1C(c1nnnn1C1CCCCC1)N1CCSCC1)OCCO3` (stereo not drawn) gave SENP7 inh 8, HKDC1 inh 5, beta cell repl 4, SENP8 block-1 -339, SENP6 block 4, SENP1 inh -26, PfGluPho inh 10, UBC13 inh 17 and SENP8 block-2 -1.
Screening CCCn1c(=O)c2[nH]c(-c3ccc(S(=O)(=O)O)cc3)nc2n(CCC)c1=O returned SENP7 inh -9, HKDC1 inh 0, beta cell repl -5, SENP8 block-1 -391, SENP6 block -6, SENP1 inh -3, PfGluPho inh 0, UBC13 inh -8 and SENP8 block-2 -6.
Screening COc1cccc(N2CCN(C(=S)Nc3ccc(F)cc3)CC2)c1 returned SENP7 inh 9, HKDC1 inh -7, beta cell repl 2, SENP8 block-1 15, SENP6 block 18, SENP1 inh 2, PfGluPho inh -2, UBC13 inh 10 and SENP8 block-2 4.
For CC1CCCN(CCC(=O)Nc2ccc(F)c(F)c2)C1 (stereo not drawn) the results were SENP7 inh -5, HKDC1 inh -2, beta cell repl -1, SENP8 block-1 10, SENP6 block 6, SENP1 inh -3, PfGluPho inh -4, UBC13 inh -1 and SENP8 block-2 -5.
`COCCNCc1ccccc1` gave SENP7 inh 4, HKDC1 inh -4, beta cell repl 0, SENP8 block-1 10, SENP6 block 1, SENP1 inh 1, PfGluPho inh -10, UBC13 inh 2 and SENP8 block-2 -4.

Remaining list, next part:
CC(=O)N(CCC(c1ccccc1)c1ccco1)Cc1cccs1 (stereo not drawn) was read as SENP7 inh 1, HKDC1 inh 1, beta cell repl -1, SENP8 block-1 32, SENP6 block -6, SENP1 inh -3, PfGluPho inh 5, UBC13 inh 5 and SENP8 block-2 -3.
Screening COc1ccc(CCN=C(N)NS(=O)(=O)c2ccc(C)c(C)c2)cc1OC returned SENP7 inh -3, HKDC1 inh -3, beta cell repl 5, SENP8 block-1 12, SENP6 block -25, SENP1 inh 0, PfGluPho inh -3, UBC13 inh 4 and SENP8 block-2 -7.
Screening CCNc1nc(SCCOc2ccccc2)nc(N(C)C)n1 returned SENP7 inh -10, HKDC1 inh 6, beta cell repl -1, SENP8 block-1 16, SENP6 block -8, SENP1 inh 1, PfGluPho inh -1, UBC13 inh 15 and SENP8 block-2 -7.
For COc1ccc(CNc2cc(C)ccc2C)c(OC)c1OC the results were SENP7 inh -3, HKDC1 inh -4, beta cell repl 9.2*, SENP8 block-1 23, SENP6 block -7, SENP1 inh 2, PfGluPho inh 11, UBC13 inh 6 and SENP8 block-2 5.
Screening CNc1snc(C)c1C(=O)OC(C)C(=O)c1ccc(F)cc1 (stereo not drawn) returned SENP7 inh 7, HKDC1 inh -2, beta cell repl 6, SENP8 block-1 12, SENP6 block -2, SENP1 inh 1, PfGluPho inh 12, UBC13 inh 22 and SENP8 block-2 3.
For CC1CC(C)CN(S(=O)(=O)c2ccc(NC(=O)[C@@H]3CCCN3C(=O)c3cccs3)cc2)C1 (stereo partly drawn) the results were SENP7 inh -7, HKDC1 inh 3, beta cell repl -4, SENP8 block-1 -1, SENP6 block -1, SENP1 inh 0, PfGluPho inh -8, UBC13 inh -19 and SENP8 block-2 -8.
Screening Cc1ccc(C(=O)N/N=C/c2ccc(S(=O)(=O)O)o2)c(Cl)c1 returned SENP7 inh 14, HKDC1 inh -5, beta cell repl 0, SENP8 block-1 18, SENP6 block -2, SENP1 inh 1, PfGluPho inh -4, UBC13 inh -8 and SENP8 block-2 -5.
For CCOC(=O)C(C)n1cnc2sc3c(c2c1=O)CCC3 (stereo not drawn) the results were SENP7 inh 0, HKDC1 inh -3, beta cell repl -5, SENP8 block-1 -10, SENP6 block -1, SENP1 inh -20, PfGluPho inh -12, UBC13 inh -1 and SENP8 block-2 2.
For COc1ccc(C(=O)NC2CC2)cc1OC1CCN(Cc2ccc(F)cc2F)CC1 the results were SENP7 inh 2, HKDC1 inh -2, beta cell repl -1, SENP8 block-1 2, SENP6 block 5, SENP1 inh 2, PfGluPho inh -9, UBC13 inh -1 and SENP8 block-2 6.
For O=S(=O)(NCc1cccs1)c1ccccc1Cl the results were SENP7 inh -3, HKDC1 inh -2, beta cell repl 0, SENP8 block-1 0, SENP6 block 2, SENP1 inh 5, PfGluPho inh 14, UBC13 inh 2 and SENP8 block-2 6.
For Cc1cccc(N(CC(=O)NC(C)C)C(=O)CCC(=O)Nc2nccs2)c1 the results were SENP7 inh 6, HKDC1 inh -8, beta cell repl -2, SENP8 block-1 4, SENP6 block 9, SENP1 inh 0, PfGluPho inh -1, UBC13 inh 0 and SENP8 block-2 0.
`O=C(Nc1ccccc1)N1CCCC(c2nc(-c3cccs3)no2)C1` (stereo not drawn) gave SENP7 inh 4, HKDC1 inh -3, beta cell repl -1, SENP8 block-1 3, SENP6 block -16, SENP1 inh -1, PfGluPho inh 0, UBC13 inh 6 and SENP8 block-2 3.
`Cc1ccc(O)c(N=Nc2nccs2)c1` gave SENP7 inh 2, HKDC1 inh 3, beta cell repl -7, SENP8 block-1 26, SENP6 block 19, SENP1 inh 9, PfGluPho inh -13, UBC13 inh -104 and SENP8 block-2 -2.
Cc1cc(=O)oc2c3c(cc(OCC(=O)NCCC(=O)N[C@@H](C)C(=O)O)c12)OC(C)(C)CC3 was read as HKDC1 inh 3, SENP8 block-1 -271, SENP1 inh 3 and PfGluPho inh 4.
`O=C(Nc1ccc2c(c1)OCO2)c1noc2c1CCCCC2` gave SENP7 inh 60*, HKDC1 inh -10, beta cell repl -3, SENP8 block-1 14, SENP6 block 74*, SENP1 inh 1, PfGluPho inh 26, UBC13 inh 10 and SENP8 block-2 43.
For COc1cc(NCc2ccccc2O)c2ncccc2c1 the results were SENP7 inh -6, HKDC1 inh 12, beta cell repl 1, SENP8 block-1 -23, SENP6 block 1, SENP1 inh -37, PfGluPho inh 65*, UBC13 inh -5 and SENP8 block-2 -9.
For COc1ccc(-n2cc(CNC3CCC(O)CC3)c(-c3cccc(F)c3)n2)cc1 (stereo not drawn) the results were SENP7 inh 9, HKDC1 inh -6, beta cell repl 1, SENP8 block-1 -36, SENP6 block -8, SENP1 inh 2, PfGluPho inh 16, UBC13 inh 16 and SENP8 block-2 5.
`Cc1ccc(S(=O)(=O)Nc2cc(=O)[nH]c(SCC(=O)Nc3ccccc3Cl)n2)cc1` gave HKDC1 inh -3, SENP8 block-1 10, SENP1 inh 2 and PfGluPho inh -27.
For COc1ccc(CNS(=O)(=O)c2ccc(C)cc2)cc1 the results were SENP7 inh 9, HKDC1 inh 1, beta cell repl -1, SENP8 block-1 6, SENP6 block -7, SENP1 inh 2, PfGluPho inh 15, UBC13 inh -2 and SENP8 block-2 -7.
CC1=C(C(=O)Nc2ccccc2C(F)(F)F)C(c2sccc2C)NC(=S)N1 (stereo not drawn) was read as SENP7 inh -8, HKDC1 inh 4, beta cell repl -2, SENP8 block-1 4, SENP6 block -6, SENP1 inh 4, PfGluPho inh -5, UBC13 inh -3 and SENP8 block-2 -7.
C=C(C)CN(CC)C(=O)CCc1nnc(CCCc2ccccc2)o1 was read as SENP7 inh 5, HKDC1 inh 13, beta cell repl 0, SENP8 block-1 3, SENP6 block -5, SENP1 inh 0, PfGluPho inh -27, UBC13 inh 6 and SENP8 block-2 -4.
